Casp6 inh = human caspase-6 inhibitors, primary screen, biochemical, VEID-R110 fluorescence, single point, set 2; 350,000 tested, 0.53% active; AID 686996, 2013; inhibition, % at 12.5 µM; purified caspase-6, Z-VEID-R110 cleavage fluorescence;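 active means mean inhibition across replicates at least about 35%, with every replicate also reaching that limit, limit read from the data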;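 further: 0% = median of neutral control wells and 100% = no fluorescence left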
Target sequence (P55212 24-179 limits assumed): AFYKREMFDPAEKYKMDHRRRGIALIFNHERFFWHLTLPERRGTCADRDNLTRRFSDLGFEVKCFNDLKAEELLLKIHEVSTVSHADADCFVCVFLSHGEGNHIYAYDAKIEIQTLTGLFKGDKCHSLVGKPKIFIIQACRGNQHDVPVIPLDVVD
Target sequence (P55212 194-293 limits assumed): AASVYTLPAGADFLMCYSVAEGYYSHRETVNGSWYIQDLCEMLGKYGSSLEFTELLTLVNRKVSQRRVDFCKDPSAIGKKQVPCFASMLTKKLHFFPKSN
SIRT5 block = SIRT5 desuccinylase inhibitors, primary screen, biochemical, fluorescence imaging, single point, set 5; NAD-dependent protein deacylase sirtuin-5, mitochondrial (Homo sapiens), Q9NXA8; Purified SirT5, succinyl-peptide AMC, trypsin-coupled fluorescence; inhibition, % at 15 µM; 330,000 tested, 1.1% active; AID 652115, 2013; in the data active means inhibition above about 15%
Target sequence (Q9NXA8 whole entry, looked up): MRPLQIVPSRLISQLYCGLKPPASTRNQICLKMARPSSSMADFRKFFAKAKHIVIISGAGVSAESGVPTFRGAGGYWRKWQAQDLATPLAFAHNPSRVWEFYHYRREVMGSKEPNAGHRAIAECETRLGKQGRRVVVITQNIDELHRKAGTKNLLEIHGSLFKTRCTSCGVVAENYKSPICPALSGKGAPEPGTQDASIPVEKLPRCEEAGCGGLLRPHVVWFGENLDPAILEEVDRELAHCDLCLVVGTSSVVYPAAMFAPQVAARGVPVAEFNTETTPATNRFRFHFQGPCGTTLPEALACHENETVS
esBAF inh = Bmi1 luciferase reporter increase in mESCs, primary screen, esBAF inhibitor project, mouse ES cells, Bmi1 luciferase knock-in, single point. reporter increase, % at 12.5 µM. 24 h; 100% = twice the neutral-well signal. 350,000 tested, 2% active; in the data active means activation above about 40%;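 further: 0% = median of the plate's neutral control wells and 100% = double that signal; a rise in the Bmi1 reporter signal indicates esBAF inhibition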
LGR2 antag = inhibitors of bursicon-induced LGR2 CRE-luciferase signal, primary screen, cell-based, HEK293, CRE-luciferase reporter, bursicon stimulation | bursicon-stimulated, 4 h | inhibition, % at 9.99 µM | 380,000 tested, 0.35% active | AID 720647, 2013;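 active means drop in luminescence signal, shown as inhibition above about 50% in the replicate tests, limit read from the data, passing the limit was not always enough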;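 further: agonist challenge used bursicon conditioned medium at about half maximal strength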
S100A4 inh HTS = inhibitors of S100A4-myosin IIA peptide binding, primary screen, biochemical, fluorescence polarization, TAMRA-MyoIIA peptide. Protein S100-A4 (Homo sapiens), P26447. inhibition, % at 10.7 µM. 360,000 tested, 0.14% active;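 active means mean inhibition of at least 70% across replicates, with every replicate also reaching that level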
Target sequence (P26447 whole entry, looked up): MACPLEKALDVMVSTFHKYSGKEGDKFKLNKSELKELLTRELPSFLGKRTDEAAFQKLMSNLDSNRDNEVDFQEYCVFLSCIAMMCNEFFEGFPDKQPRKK
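Material: S100A4 monomer protein | Medium: HEPES pH 7.2 with CaCl2, KCl, NaCl, DTT, Triton | Reagent: Labelled myosin peptide probe, 5 nM | Doses: One dose per compound | Times: 5 min incubation before reading | Benchmarks: Neutral control DMSO, positive control TFP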
Statin myotox sup = suppressors of statin myotoxicity in C2C12 myotubes, primary screen, cell-based, single point, plate reader; C2C12 myotubes + simvastatin, ATP luminescence, 48 h; scaled: DMSO 0, geranylgeraniol control 100; AID 602340, 2012; rescue of ATP level, % at 7.49 µM; 330,000 tested, 0.78% active;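 active means mean ATP rescue above about 67%, or every replicate alone reaching that limit, limit read from the data, passing the limit was not always enough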;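 further: myotubes were challenged with 10 µM simvastatin during compound exposure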
FN deposit inh = inhibitors of fibronectin matrix deposition, primary screen, AH1F cells, Alexa488-fibronectin fluorescence, plate reader; inhibition, % at 12.6 µM; 350,000 tested, 0.086% active; AID 743247, 2014; AH1F fibroblasts, overnight;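 active means mean inhibition across replicates of 30% or more, regardless of how many single replicates reach that level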;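 further: positive control wells lacked labelled fibronectin entirely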
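Material – AH1F fibroblast monolayer, labelled fibronectin deposition · Reagent – labelled fibronectin 24 nM · Timing – 1 h adhesion, overnight exposure · Measured by – fluorescence at 485 nm excitation, 525 nm emission · Read-out – inhibition of fibronectin deposition signal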
* marks the source's active call; other numbers are inactive results. Only part of the results is shown; the hit share may differ from the screen's.

How did CO[C@H]1CN(C)C(=O)c2ccc(NS(C)(=O)=O)cc2OC[C@H](C)N(C(=O)C2CCC2)C[C@@H]1C do in these assays?
Casp6 inh: 1; SIRT5 block: -3; esBAF inh: -4; LGR2 antag: 2; S100A4 inh HTS: 25; Statin myotox sup: 2; FN deposit inh: -9

What do the screens show for `COc1ccc(CCNC(=O)c2cc3c(=O)n4ccccc4nc3n(CCCN3CCOCC3)c2=N)cc1OC`?
Casp6 inh: -11; SIRT5 block: -2; esBAF inh: 0; LGR2 antag: 10; S100A4 inh HTS: -3; Statin myotox sup: -15; FN deposit inh: 0

How did Cc1cccc(N2NC(=O)/C(=C/c3ccc(-c4ccc(Cl)c(C(=O)O)c4)o3)C2=O)c1 do in these assays?
Casp6 inh: 52*; SIRT5 block: 16*; LGR2 antag: 4; S100A4 inh HTS: -3; FN deposit inh: 12

How did COc1ccc(NC(=O)Cn2nnc(C(=O)NCc3ccc4c(c3)OCO4)c2N)c(OC)c1 do in these assays?
Casp6 inh: 0; SIRT5 block: -3; esBAF inh: 1; LGR2 antag: 10; S100A4 inh HTS: -2; Statin myotox sup: 16; FN deposit inh: 2

What do the screens show for `C[C@H]1CN([C@@H](C)CO)S(=O)(=O)c2ccc(-c3cccc(F)c3)cc2O[C@H]1CN(C)S(=O)(=O)c1ccc(F)cc1`?
Casp6 inh: 1; SIRT5 block: 20*; esBAF inh: 3; LGR2 antag: -3; S100A4 inh HTS: -2; Statin myotox sup: -5; FN deposit inh: 2

What do the screens show for `C[C@@H]1CN([C@H](C)CO)C(=O)c2cccc(NC(=O)Nc3cccc4ccccc34)c2O[C@@H]1CN(C)S(=O)(=O)c1cccs1`?
Casp6 inh: 1; SIRT5 block: 1; esBAF inh: 2; LGR2 antag: 12; S100A4 inh HTS: 14; Statin myotox sup: -25; FN deposit inh: 2

Results for O=C(C1CCN(Cc2nc(Cc3cccc(F)c3)no2)CC1)N1CCOCC1 ?
Casp6 inh: 4; SIRT5 block: 8; LGR2 antag: -6; S100A4 inh HTS: -1; FN deposit inh: -5

What do the screens show for `CC1=NN(C(=O)CSCc2ccccc2)C(O)(c2ccccc2)C1` (stereo not given)?
Casp6 inh: 0; SIRT5 block: -2; LGR2 antag: 8; S100A4 inh HTS: 0; FN deposit inh: 5

Results for CCc1cccc(NC(=O)Cn2cccc2)c1 ?
esBAF inh: -2; LGR2 antag: -3; Statin myotox sup: -28; FN deposit inh: 16

What do the screens show for `COc1ccc(NC(=O)N2CCc3ccccc3C2)c(OC)c1`?
Casp6 inh: -2; SIRT5 block: -1; esBAF inh: 54*; LGR2 antag: -47; S100A4 inh HTS: -5; Statin myotox sup: -1; FN deposit inh: -1

How did CC(=O)c1c(C)nc2ccccn12 do in these assays?
Casp6 inh: -3; SIRT5 block: -1; esBAF inh: -5; LGR2 antag: 1; S100A4 inh HTS: -8; Statin myotox sup: -10

How did CN(C)S(=O)(=O)c1cccc(NC(=S)NNC(=O)c2cc3ccccc3cc2O)c1 do in these assays?
Casp6 inh: 1; SIRT5 block: -7; esBAF inh: 6; LGR2 antag: 7; S100A4 inh HTS: 0; Statin myotox sup: -4; FN deposit inh: 9

What do the screens show for `O=C(Nc1ccccc1Cl)OCc1cncs1`?
Casp6 inh: 2; SIRT5 block: -1; esBAF inh: 23; LGR2 antag: -30; S100A4 inh HTS: -1; Statin myotox sup: 5; FN deposit inh: -1

How did CC(=O)N(C)C[C@H]1Oc2cc(C#Cc3ccc(F)cc3)ccc2S(=O)(=O)N([C@H](C)CO)C[C@H]1C do in these assays?
Casp6 inh: 1; SIRT5 block: 1; esBAF inh: 2; LGR2 antag: -17; S100A4 inh HTS: -4; Statin myotox sup: -17

How did COc1ccccc1Nc1nc(N)nc(CSC(=S)N2CCCCC2)n1 do in these assays?
Casp6 inh: 0; SIRT5 block: 1; LGR2 antag: -89; S100A4 inh HTS: -4; FN deposit inh: -9

What do the screens show for `CCCNC(=O)C[C@H]1CC[C@@H]2[C@H](COC[C@@H](O)CN2CC2CCCCC2)O1`?
Casp6 inh: 3; SIRT5 block: 6; esBAF inh: 9; LGR2 antag: -19; S100A4 inh HTS: -8; Statin myotox sup: 9; FN deposit inh: -14

Results for Clc1cccc(-c2nc(NCc3cccnc3)c3ccccc3n2)c1 ?
esBAF inh: -6; LGR2 antag: -11; Statin myotox sup: -38

Results for CCN(CC)C(=O)C1CCN(C(=O)c2oc3ccc(C)cc3c2C)CC1 ?
Casp6 inh: 0; SIRT5 block: -3; esBAF inh: 3; LGR2 antag: 12; S100A4 inh HTS: -6; Statin myotox sup: -1

How did COc1cc(/C=C2\SC(=S)N(NC(C)=O)C2=O)ccc1OC(=O)c1ccco1 do in these assays?
Casp6 inh: -1; SIRT5 block: 1; LGR2 antag: -38; S100A4 inh HTS: -2; FN deposit inh: 6

Results for C[C@H]1CN([C@@H](C)CO)S(=O)(=O)c2ccc(C#Cc3ccc(F)cc3)cc2O[C@H]1CN(C)S(C)(=O)=O ?
Casp6 inh: 1; SIRT5 block: 5; esBAF inh: 8; LGR2 antag: 26; S100A4 inh HTS: -9; Statin myotox sup: 26; FN deposit inh: 0

Results for O=C(NC1CCC1)[C@@H]1N[C@@H]2c3ccc(-c4cccc(F)c4)c(=O)n3C[C@@H]2[C@H]1CO ?
Casp6 inh: 1; SIRT5 block: -7; esBAF inh: -2; LGR2 antag: 15; S100A4 inh HTS: -1; Statin myotox sup: 10

Results for COc1ccc(S(=O)(=O)N(C)C[C@H]2Oc3ccc(NC(=O)Cc4cn(C)c5ccccc45)cc3C(=O)N([C@H](C)CO)C[C@@H]2C)cc1 ?
Casp6 inh: -4; SIRT5 block: 5; esBAF inh: -3; LGR2 antag: 30; S100A4 inh HTS: -9; Statin myotox sup: 13; FN deposit inh: -8

Results for COc1ccc(CN2CCN(Cc3c[nH]c4ccccc34)CC2)cc1OC ?
Casp6 inh: 0; SIRT5 block: 0; esBAF inh: 2; LGR2 antag: 15; S100A4 inh HTS: 1; Statin myotox sup: 0; FN deposit inh: 7

Results for O=C(N[C@H]1CC[C@H](CCNS(=O)(=O)c2ccc(Cl)cc2)O[C@@H]1CO)c1cccnc1 ?
Casp6 inh: 1; SIRT5 block: -6; esBAF inh: -2; LGR2 antag: -5; S100A4 inh HTS: 2; Statin myotox sup: -2

Results for CO[C@H]1CN(C)C(=O)c2cc(NC(=O)C3CCCCC3)ccc2OC[C@@H](C)N(C(=O)c2ccccc2)C[C@H]1C ?
Casp6 inh: 0; SIRT5 block: 4; esBAF inh: 4; LGR2 antag: -8; S100A4 inh HTS: 5; Statin myotox sup: 8; FN deposit inh: 5

What do the screens show for `CCOC(=O)C(=CNc1cc(Cl)c(-c2ccco2)c(Cl)c1)C(=O)OCC`?
Casp6 inh: 2; SIRT5 block: 3; LGR2 antag: 3; S100A4 inh HTS: 2; FN deposit inh: -35

What do the screens show for `CC(C)c1cn(CC[C@H]2CC[C@H](NC(=O)C3CCOCC3)[C@@H](CO)O2)nn1`?
Casp6 inh: 8; SIRT5 block: -1; LGR2 antag: 4; S100A4 inh HTS: 7

What do the screens show for `CCCC(=O)OCCn1c(Br)nc2c1c(=O)[nH]c(=O)n2C`?
esBAF inh: -3; Statin myotox sup: -3; FN deposit inh: 1

How did CCN(CC)CCNC(=O)Cn1cnc2sc(C)c(S(=O)(=O)N3CC(C)CC(C)C3)c2c1=O (stereo not given) do in these assays?
Casp6 inh: -7; SIRT5 block: -3; esBAF inh: -3; LGR2 antag: 11; S100A4 inh HTS: -1; Statin myotox sup: -3; FN deposit inh: -3

How did C[C@@H]1CN([C@@H](C)CO)C(=O)c2cc(NC(=O)Cn3cnnn3)ccc2O[C@H]1CN(C)S(=O)(=O)c1ccc(Cl)cc1 do in these assays?
Casp6 inh: 0; SIRT5 block: -2; esBAF inh: 4; LGR2 antag: 5; S100A4 inh HTS: -5; Statin myotox sup: 16

What do the screens show for `CCC(=O)Nc1ccc2c(c1)OC[C@@H](C)N(C(=O)CC)C[C@H](C)[C@@H](OC)CN(C)C2=O`?
esBAF inh: -2; LGR2 antag: 1; Statin myotox sup: 8; FN deposit inh: -7

Results for COCCNC(=O)C[C@@H]1CC[C@@H]2[C@H](COC[C@@H](O)CN2S(=O)(=O)c2ccccc2C)O1 ?
Casp6 inh: -10; SIRT5 block: 0; esBAF inh: -18; LGR2 antag: 3; S100A4 inh HTS: 3; Statin myotox sup: -7; FN deposit inh: 0

Results for Cc1ccc(NC(=O)CCS(=O)(=O)c2cccc3nonc23)c(Cl)c1 ?
Casp6 inh: 0; SIRT5 block: -8; esBAF inh: -5; LGR2 antag: -12; S100A4 inh HTS: -19; Statin myotox sup: -3; FN deposit inh: 12

How did CC(C)C1CCN(C(=O)C2CCC(=O)N(C3CCCCCC3)C2)CC1 (stereo not given) do in these assays?
Casp6 inh: -3; SIRT5 block: 2; esBAF inh: 56*; LGR2 antag: -54; S100A4 inh HTS: -4; Statin myotox sup: -5; FN deposit inh: -2

How did Cc1ccc(S(=O)(=O)Nc2c(C)nc3nc(C)[nH]n3c2=O)c(C)c1 do in these assays?
Casp6 inh: 1; SIRT5 block: 1; esBAF inh: 6; LGR2 antag: -13; S100A4 inh HTS: 5; Statin myotox sup: 8; FN deposit inh: -7

How did O=C(Cc1c(Cl)cccc1Cl)OCC(=O)N1CCc2ccccc2C1 do in these assays?
Casp6 inh: 4; SIRT5 block: 0; S100A4 inh HTS: -4; FN deposit inh: 6

Results for Cc1c(Cc2ccccc2)c(=O)oc2cc(OCC(=O)NCc3ccccn3)ccc12 ?
Casp6 inh: -2; SIRT5 block: -5; esBAF inh: -4; LGR2 antag: -2; S100A4 inh HTS: 3; Statin myotox sup: 11; FN deposit inh: -5

What do the screens show for `CC/C(=N\NC(=O)c1nnn(-c2nonc2N)c1-c1cccs1)c1ccccc1`?
Casp6 inh: 0; SIRT5 block: -3; esBAF inh: -1; LGR2 antag: -12; S100A4 inh HTS: -1; Statin myotox sup: -8; FN deposit inh: -5

Results for CCOC(=O)[C@@H](C)N(C(=O)OC(C)(C)C)S(=O)(=O)N(Cc1ccccc1)[C@H](C(=O)OC)C(C)C ?
Casp6 inh: -2; SIRT5 block: -1; esBAF inh: 3; S100A4 inh HTS: -2; Statin myotox sup: 7; FN deposit inh: 6

Results for O=C(O)c1ccccc1NCc1ccco1 ?
Casp6 inh: 7; SIRT5 block: -2; esBAF inh: -8; LGR2 antag: 10; S100A4 inh HTS: 5; Statin myotox sup: 3; FN deposit inh: -1

Four structures from above, ordered by heavy-atom count, smallest number first.
How did COc1ccccc1Nc1nc(N)nc(CSC(=S)N2CCCCC2)n1 do in these assays?
Casp6 inh: 0; SIRT5 block: 1; LGR2 antag: -89; S100A4 inh HTS: -4; FN deposit inh: -9

How did CCN(CC)CCNC(=O)Cn1cnc2sc(C)c(S(=O)(=O)N3CC(C)CC(C)C3)c2c1=O (stereo not given) do in these assays?
Casp6 inh: -7; SIRT5 block: -3; esBAF inh: -3; LGR2 antag: 11; S100A4 inh HTS: -1; Statin myotox sup: -3; FN deposit inh: -3

How did CC(=O)N(C)C[C@H]1Oc2cc(C#Cc3ccc(F)cc3)ccc2S(=O)(=O)N([C@H](C)CO)C[C@H]1C do in these assays?
Casp6 inh: 1; SIRT5 block: 1; esBAF inh: 2; LGR2 antag: -17; S100A4 inh HTS: -4; Statin myotox sup: -17

How did C[C@@H]1CN([C@@H](C)CO)C(=O)c2cc(NC(=O)Cn3cnnn3)ccc2O[C@H]1CN(C)S(=O)(=O)c1ccc(Cl)cc1 do in these assays?
Casp6 inh: 0; SIRT5 block: -2; esBAF inh: 4; LGR2 antag: 5; S100A4 inh HTS: -5; Statin myotox sup: 16
